Compound activity deposited in PubChem by Broad Institute.
miR-122 sensor = miR-122 Renilla sensor signal increase in Huh7, primary screen, miR-122 inhibitor project, cell-based, single point, plate reader; Huh7 miR-122 Renilla luciferase sensor, 48 h; neutral wells = 0, positive control = 100; activation (reporter increase), % at 12.5 µM; hit rate 0.3% among 340,000; AID 602342, 2012;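 active = mean replicate activation score at least 90 and every replicate individually at or above 90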;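 note: higher luciferase means less miR-122 activity so hits act as miR-122 inhibitors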
SIRT5 inh = SIRT5 desuccinylase inhibitors, primary screen, biochemical, fluorescence imaging, single point, set 5 | NAD-dependent protein deacylase sirtuin-5, mitochondrial (Homo sapiens), Q9NXA8 | Purified SirT5, succinyl-peptide AMC, trypsin-coupled fluorescence | inhibition, % at 15 µM | hit rate 1.1% among 330,000 | AID 652115, 2013; in the data active = inhibition above about 15%
Target sequence (Q9NXA8 whole entry, looked up): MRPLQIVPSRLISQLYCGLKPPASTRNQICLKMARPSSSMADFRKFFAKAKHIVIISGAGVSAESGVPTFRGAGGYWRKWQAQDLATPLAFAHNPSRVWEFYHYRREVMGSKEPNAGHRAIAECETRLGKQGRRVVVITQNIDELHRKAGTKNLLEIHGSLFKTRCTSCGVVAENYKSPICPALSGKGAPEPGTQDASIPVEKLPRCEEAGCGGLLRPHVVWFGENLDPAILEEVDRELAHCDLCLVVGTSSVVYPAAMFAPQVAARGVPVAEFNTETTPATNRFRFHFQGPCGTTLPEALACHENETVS
Statin myotox sup = suppressors of statin myotoxicity in C2C12 myotubes, primary screen, cell-based, single point, plate reader. hit rate 0.78% among 330,000. C2C12 myotubes + simvastatin, ATP luminescence, 48 h; scaled: DMSO 0, geranylgeraniol control 100. rescue of ATP level, % at 7.49 µM. AID 602340, 2012;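 active = mean ATP rescue above about 67%, or every replicate alone reaching that limit, limit read from the data, passing the limit was not always enough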;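 note: myotubes were challenged with 10 µM simvastatin during compound exposure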
Cneo AK release = Cryptococcus neoformans cell lysis inducers, primary screen, AK release luminescence, single concentration | C. neoformans lysis, adenylate kinase release luminescence, 4 h; normalised: neutral wells 0, clomiphene wells 100 | lysis activity, % at 15 µM | hit rate 0.2% among 360,000 | AID 651654, 2012;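 active = mean lysis activity across replicates of at least 80%, whatever share of replicates individually reach that level; inactive = mean lysis activity below 80%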
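Material: C. neoformans cells | Amount: Yeast cell density of 5 × 10^6 cells/mL | Medium: Fresh YPD growth medium | Dosing: Single dose | Times: Static 4 h at 37 °C with compound, 1 h detection | Detection: AK luminescence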
ERp5 inh = inhibitors of ERp5-driven insulin aggregation, primary screen, biochemical, turbidity, absorbance 650 nm, single point; inhibition, % at 9.99 µM; AID 651711, 2012; hit rate 0.05% among 350,000; Protein disulfide-isomerase A6 (Homo sapiens), Q15084; 90 min;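 active = mean replicate inhibition above about 25%, with every replicate also reaching it, limit read from the data, passing the limit was not always enough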
Target sequence (Q15084 whole entry, looked up): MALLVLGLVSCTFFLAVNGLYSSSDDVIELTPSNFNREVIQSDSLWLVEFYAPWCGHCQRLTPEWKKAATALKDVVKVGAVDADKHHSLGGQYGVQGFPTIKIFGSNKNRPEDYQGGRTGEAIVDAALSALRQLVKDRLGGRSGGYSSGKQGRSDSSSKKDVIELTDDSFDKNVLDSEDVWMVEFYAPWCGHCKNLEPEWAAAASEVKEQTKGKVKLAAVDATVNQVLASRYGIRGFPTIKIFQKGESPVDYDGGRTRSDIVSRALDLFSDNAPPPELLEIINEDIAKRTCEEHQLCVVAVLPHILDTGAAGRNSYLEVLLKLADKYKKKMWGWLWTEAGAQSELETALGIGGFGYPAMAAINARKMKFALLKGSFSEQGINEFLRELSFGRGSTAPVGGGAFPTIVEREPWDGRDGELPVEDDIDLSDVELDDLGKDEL
ARNT-TACC3 inh = disruptors of ARNT/TACC3 protein interaction, primary screen, biochemical, AlphaScreen, single concentration. Transforming acidic coiled-coil-containing protein 3 (Homo sapiens), Q9Y6A5. AlphaScreen His-ARNT PAS-B/GST-TACC3 binding, luminescence; TACC3 fragment carries E629A point mutation. inhibition, % at 9.99 µM. hit rate 0.66% among 390,000;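 active = mean inhibition of replicates at least 50% and at least half of replicates each reaching 50%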;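 note: 0% = complete ARNT plus TACC3 wells and 100% = ARNT alone without TACC3; many hits fall short of the cut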
esBAF inh = Bmi1 luciferase reporter increase in mESCs, primary screen, esBAF inhibitor project, mouse ES cells, Bmi1 luciferase knock-in, single point | 24 h; 100% = twice the neutral-well signal | reporter increase, % at 12.5 µM | hit rate 2% among 350,000; in the data active = activation above about 40%;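 note: 0% = median of the plate's neutral control wells and 100% = double that signal; a rise in the Bmi1 reporter signal indicates esBAF inhibition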
Starred values were filed as active, the others as inactive; / = not tested or not shown; & = joins results of further samples; [ ] = remark or other dose.

SMILES | miR-122 sensor | SIRT5 inh | Statin myotox sup | Cneo AK release | ERp5 inh | ARNT-TACC3 inh | esBAF inh
O=C(c1ccco1)N1CCc2[nH]nc(-c3ccccc3)c2C1 | -5 | -3 | 9 | -4 | 7 | 14 | -2
COC(=O)c1ccc(CN2CCCCC2)cc1 | 0 | -2 | 6 | -1 | 1 | -25 | -2
O=C(O)c1ccc2c(c1)C(=O)N(c1ccc(Nc3ccccc3)cc1)C2=O | -11 | 0 | 3 | -2 | 5 | -1 | -6
CS(=O)(=O)c1ccc(Cl)c(NC(=O)COc2ccc3c(c2)CCC3)c1 | / | 1 | -12 | 1 | -4 | -2 | -6
COc1ccccc1-c1nc(C#N)c(N2CCN(C(=O)c3ccco3)CC2)o1 | 0 | -1 | -1 | 2 | -4 | 0 | -2
CC(OC(=O)Cn1nnc2ccccc21)C(=O)NC1CCCC1 (stereo unspecified) | -4 | 1 | -44 | 7 | 3 | -3 | 0
CO[C@H]1CN(C)C(=O)c2cc(NC(=O)C3CC3)ccc2OC[C@H](C)N(C(C)=O)C[C@H]1C | / | -1 | 0 | 3 | 3 | -8 | 4
CC(=O)c1ccc(OCCCC(=O)NC(C)c2ccc(S(N)(=O)=O)cc2)cc1 (stereo unspecified) | 5 | -3 | -8 | / | 1 | 9 | -4
CCN1C(=O)CC(C(=O)O)SC1=Nc1ccc(OC)cc1 (stereo unspecified) | 0 | / | 0 | -1 | / | / | -8
CCc1nc2ccc(C(=O)N(C)CC(=O)Nc3ccc(F)c(F)c3F)cc2nc1CC | / | 5 | -3 | 0 | 4 | -4 | 12
NC(=O)C1CCN(Cc2ccc(OCc3ccccc3)cc2)CC1 | -1 | 8 | 1 | 1 | 1 | -2 | 11
COc1ccc(CCC(=O)OCC(=O)c2c(N)n(CC(C)C)c(=O)n(C)c2=O)cc1 | -6 | -2 | 2 | 1 | 2 | / | 1
O=C(Cc1ccccc1)N1CC[C@@H]2[C@H](CO)Nc3ccc(-c4ccc(F)cc4)cc3[C@@H]21 | -11[16.7 µM] | / | -29 | -35 | / | 19 | 4
O=C(O)c1ccc(/C=N/n2cc(-c3ccccc3)[nH]c2=S)cc1 | 7 | 4 | 0 | / | -1 | 9 | 12
O=C(CC1(O)C(=O)Nc2ccccc21)c1cccnc1 (stereo unspecified) | -7 | / | 12 | 1 | / | -2 | 2
CCC(=O)N1[C@H](CO)[C@@H](c2ccc(C3=CCCC3)cc2)[C@@H]1CNC(=O)CN(C)C | 21[16.7 µM] | / | 7 | 1 | / | 5 | -1
CCCn1c(=S)[nH]c2cc(C(=O)N(CCO)Cc3ccccc3)ccc2c1=O | -3 | -1 | -8 | -3 | 1 | -1 | -5
CCOC(=O)C(C)n1nc(/C=C/c2ccc(OC)cc2)ccc1=O (stereo unspecified) | / | 0 | / | / | -6 | 4 | /
CCCC(CCC(=O)Nc1ccc(C(=O)OC)cc1)C(=O)O (stereo unspecified) | 3 | / | -2 | 0 | / | -3 | -3
O=C(Cc1ccc(S(=O)(=O)N2CCCCC2)cc1)NCc1ccc(Cl)cc1 | / | -4 | 6 | 2 | -1 | -10 | -1
NC(Cc1ccc(Cl)cc1)c1csc(NC(=O)Nc2ccccc2-c2ccccc2)n1 (stereo unspecified) | 4 | 0 | -122 | 0 | 2 | / | 6
C[C@@H]1CCCCO[C@@H](CN(C)C(=O)C2CCCCC2)[C@H](C)CN([C@H](C)CO)C(=O)c2cc(NC(=O)Nc3ccccc3)ccc2O1 | -19[16.7 µM] | 1 | / | 0 | 6 | 5 | 5
Cc1cc(Cl)ccc1OCC(=O)NNC(=O)c1cccnc1 | -2 | -5 | 1 | 2 | 0 | -1 | -2
CCN(C(=O)CO/N=C/c1ccc(OC)cc1OC)c1c(N)n(Cc2ccccc2)c(=O)[nH]c1=O | / | 0 | -1 | -2 | -4 | -3 | -2
COc1ccc2cc(-c3ccsc3)ncc2c1 | 0 | -4 | -16 | -11 | -1 | -2 | 29
O=C(Nc1ccc2c(c1)OCO2)c1ccncc1 | 11 | / | 9 | -2 | / | -3 | 27
COc1ccccc1N(CN1C(=O)c2ccccc2C1=O)C(=O)c1cccc(C)c1 | / | -1 | / | / | -2 | 6 | /
NNC(=O)c1ccncc1 | -7 | 1 | -3 | 1 | 3 | 4 | 1&3
O=S(=O)(c1ccc(Cl)cc1)N1CCNCC1 | 3 | 0 | / | / | -1 | 1 | /
O=C(CC1C[C@H](C(=O)N2CCCCC2)[C@@]2(CCc3ccccc3)c3[nH]c4ccccc4c3CCN2C1=O)NCCC1=CCCCC1 (stereo partly specified) | 1 | -2 | 21 | -3 | 0 | -10 | -7
CCCCC(c1nnnn1CC1CCCO1)N1CCN(c2cccc(C)c2C)CC1 (stereo unspecified) | -1 | / | -5 | 0 | / | -5 | 3
COC(=O)c1cc(NC(=O)c2ccc(Cn3cc(Cl)cn3)o2)cc(C(=O)OC)c1 | -8 | / | 4 | 1 | / | 1 | -1
O=C(CN(Cc1ccco1)C(=O)c1cc(=O)[nH]c2ccccc12)Nc1ccccc1Br | / | / | 2 | -3 | / | 1 | 4
COC(=O)C1CCCN1S(=O)(=O)c1ccc2ccccc2c1 (stereo unspecified) | -2 | / | 8 | 0 | / | -10 | 6
CC(=O)Nc1ccc(C(=O)CSc2nnc(C)o2)cc1 | -2 | / | 1 | 1 | / | -14 | 1
CCc1ccc(NC(=O)c2ccc3c(c2)CCN3S(C)(=O)=O)cc1 | 1 | -1 | -54 | -2 | 8 | / | 29
CNC(=S)N1CCN(c2ccc(Cl)c(Cl)c2)CC1 | / | -7 | / | / | 6 | -5 | /
Cc1ccc(S(=O)(=O)N(C)C[C@@H]2Oc3ccc(NS(=O)(=O)c4ccc(Cl)cc4)cc3C(=O)N([C@@H](C)CO)C[C@@H]2C)cc1 | 4[16.7 µM] | 3 | 42 | / | 9 | / | -1
CN1CCC(N(C)C(=O)CCc2nc3ccccc3n2-c2ccccc2)CC1 | / | -4 | / | / | 4 | -5 | /
Cc1ccc(S(=O)(=O)n2nc(C)c(Br)c2C)c(C)c1C | 105* | / | 16 | / | / | -4 | -7
CCC(=O)N/C(N)=N/c1nc(C)c2cc(OC)ccc2n1 | -3 | / | 25 | -1 | / | 2 | 55*
CCCC(=O)NC1CCCc2c1cnn2-c1ccc(C)c(C)c1 (stereo unspecified) | 4 | 0 | 4 | -7 | -1 | -2 | 29
CN(C)c1ccc(/C=C/c2cccc[n+]2[O-])cc1 | -6 | 0 | 0 | -11 | -1 | 10 | 10
CCNC(=O)C[C@H]1CC[C@H]2[C@H](COc3ccc(NC(=O)c4ccc(C(F)(F)F)cc4)cc3C(=O)N2C)O1 | -4[16.7 µM] | -3 | -7 | -1 | -6 | 2 | 4
O=S(=O)(NCC[C@@H]1CC[C@@H](NS(=O)(=O)c2ccccc2Cl)[C@@H](CO)O1)c1ccc(F)cc1 | / | -5 | 7 | -2 | 1 | 2 | 1
COc1ccccc1C(=O)NCCC(=O)Nc1ncccc1C | 0 | -1 | 3 | -3 | -2 | -2 | 1
COCCCNC(=O)C(=O)C1C(=O)Nc2ccccc21 (stereo unspecified) | / | 3 | / | / | 5 | 0 | /
COc1ccccc1NC(=O)C(C)Sc1nccn1C (stereo unspecified) | -2 | -1 | 14 | -1 | / | -3 | -5
OCCC1CN(Cc2ccc3cccc(F)c3n2)CCN1Cc1ccccc1 (stereo unspecified) | 3 | -5 | -3 | 0 | -1 | -1 | -6
CCCNC(=O)N1[C@H](CO)[C@@H]2c3ccccc3N(C(=O)c3ccccc3)C[C@@H]21 | -5[16.7 µM] | 5 | -9 | 0 | 0 | -5 | 3
Cc1cc(NC(=O)CSc2nc3c(cc2C#N)CCCCC3)no1 | 2 | -2 | -3 | 2 | 2 | -21 | -8
O=C(NCc1cccnc1)C(=O)NCC1OCCCN1S(=O)(=O)c1ccc(F)cc1 (stereo unspecified) | 3 | 1 | 2 | 3 | 2 | -1 | -6
CCN1N=C(c2ccccc2)CCC1=O | 5 | 1 | -7 | -1 | 3 | -10 | 3
CCOC(=O)C1=C(C)N(c2ccc(OC)cc2)C(=O)/C1=C\c1ccc(O)c(OCC)c1 | / | 3 | / | / | -4 | -1 | /
CN(CC(=O)N1CCOCC1)S(=O)(=O)c1cc(Cl)ccc1Cl | -7 | 5 | -5 | 0 | 3 | 3 | -8
CCc1nc(SCC(=O)Nc2ccccc2Cl)n[nH]1 | -4 | -1 | -8 | 9 | 4 | -7 | 12
COCc1cc(Sc2cccc(Cl)c2Cl)nc(-c2ccccc2)n1 | -2 | / | -11 | 5 | / | -15 | -9
COc1ccc(C(C)NC(=O)Nc2ccc(C(C)=O)cc2)cc1OC (stereo unspecified) | / | -1 | 5 | 0 | 0 | / | 14
CCOc1ccc(CN(C)C(=O)[C@H](Cc2ccccc2)NC(=O)OCc2ccccc2)cc1OC | 11 | -5 | 5 | -3 | 6 | / | -4
O=C(Cc1c(F)cccc1Cl)NCc1cccnc1 | -1 | -1 | -4 | 5 | 1 | 8 | -4

Structural class, the compounds so far with bromine
SMILES | miR-122 sensor | SIRT5 inh | Statin myotox sup | Cneo AK release | ERp5 inh | ARNT-TACC3 inh | esBAF inh
O=C(CN(Cc1ccco1)C(=O)c1cc(=O)[nH]c2ccccc12)Nc1ccccc1Br | / | / | 2 | -3 | / | 1 | 4
Cc1ccc(S(=O)(=O)n2nc(C)c(Br)c2C)c(C)c1C | 105* | / | 16 | / | / | -4 | -7

Next part.
SMILES | miR-122 sensor | SIRT5 inh | Statin myotox sup | Cneo AK release | ERp5 inh | ARNT-TACC3 inh | esBAF inh
Oc1c(Br)cc(Br)cc1CNn1cnnc1 | / | 3 | 5 | -4 | 6 | -4 | 4
CN1C(=O)C(O)(C2OC(C)(C)CCC2=O)c2ccccc21 (stereo unspecified) | 5 | / | / | -4 | / | 7 | -7
O=C(NCc1ccc(-c2csnn2)cc1)c1cc(Cl)cc(Cl)c1 | / | -6 | / | / | 0 | 0 | /
CN(C)C(=O)c1ccc(Cl)cc1[N+](=O)[O-] | / | 10 | / | / | 12 | 0 | /
CC(C)CNC(=O)C1CCN(Cc2ccc(OCc3ccccc3)cc2)CC1 | -14 | / | 5 | 1 | / | 0 | 21
O=C1Nc2ccc(S(=O)(=O)NCCCO)c3cccc1c23 | 82 | -14 | -1 | -2 | 4 | -3 | 2
CCc1cnc(N2[C@@H](C#N)[C@H](c3ccc(C4=CCCCC4)cc3)[C@@H]2CO)s1 | / | 1 | 19 | -4 | -2 | -3 | 0
O=C(c1ccc(NC(=O)C2(c3ccccc3)CCOCC2)cc1)N1CCOCC1 | 6 | / | / | 0 | / | 0 | /
CN(CC(=O)Nc1ccc(N2CCOCC2)cc1)C(=O)CCc1ccccc1Cl | / | -2 | / | / | 1 | -12 | /
O=C(c1nc2n(n1)C(c1ccc(Cl)cc1)C=C(c1ccccc1)N2)N1CCOCC1 (stereo unspecified) | -9 | / | 21 | 14 | / | 5 | 9

An excerpt of these results, as a markdown table.
| Molecule | miR-122 sensor | SIRT5 inh | Statin myotox sup | Cneo AK release | ERp5 inh | ARNT-TACC3 inh | esBAF inh |
| --- | --- | --- | --- | --- | --- | --- | --- |
| CCc1cnc(N2[C@@H](C#N)[C@H](c3ccc(C4=CCCCC4)cc3)[C@@H]2CO)s1 | / | 1 | 19 | -4 | -2 | -3 | 0 |
| O=C(c1ccc(NC(=O)C2(c3ccccc3)CCOCC2)cc1)N1CCOCC1 | 6 | / | / | 0 | / | 0 | / |
| CN(CC(=O)Nc1ccc(N2CCOCC2)cc1)C(=O)CCc1ccccc1Cl | / | -2 | / | / | 1 | -12 | / |
| O=C(c1nc2n(n1)C(c1ccc(Cl)cc1)C=C(c1ccccc1)N2)N1CCOCC1 (stereo unspecified) | -9 | / | 21 | 14 | / | 5 | 9 |
